TAAR1 antagonist: human TAAR1 antagonists, primary screen, Fluo-8 calcium fluorescence, CHO RD-HGA16 cells; Trace amine-associated receptor 1 (Homo sapiens), Q96RJ0; antagonist; AID 624466, 2012; inhibition, % at 3 µM; 360,000 compounds, 1.5% hits;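 active = inhibition above a per-plate cutoff, the mean inhibition of test compounds on that plate plus 3 SD, cut at about 49% in these data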;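 also: 0% = DMSO plus EC80 beta-PEA response and 100% = DMSO alone without agonist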
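test system = CHO RD-HGA16 cells bearing hTAAR1 | replication = singlicate | controls = DMSO-only wells and EC80 β-PEA-stimulated wells | reagent = EC80 β-phenethylamine stimulus | read-out basis = percent inhibition of PEA-evoked calcium signal, max/basal emission ratio | schedule = seeding 17-24 h prior, 75-min 37 °C, 30-min RT dye loading | signal = kinetic Fluo-8 calcium fluorescence measurement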
OXTR potentiator: human OXTR potentiators, primary screen, fluorescence, CHO-OTR cells, Fluo-8 calcium | Oxytocin receptor (Homo sapiens), P30559 | Fluo-8 calcium fluorescence, potentiator mode; 0% = oxytocin EC15, 100% = EC100 | activation, % at 3 µM | 320,000 compounds, 0.061% hits | AID 2445, 2010;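 active = activation above that plate's cutoff, the mean activation of tested compounds plus 3 SD, cut at about 6.6% in these data, passing the limit was not always enough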;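 also: 100% uses oxytocin at 75 nM as the full agonist control; some results filed as inactive read as strong as hits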
Target sequence (P30559 whole entry, looked up): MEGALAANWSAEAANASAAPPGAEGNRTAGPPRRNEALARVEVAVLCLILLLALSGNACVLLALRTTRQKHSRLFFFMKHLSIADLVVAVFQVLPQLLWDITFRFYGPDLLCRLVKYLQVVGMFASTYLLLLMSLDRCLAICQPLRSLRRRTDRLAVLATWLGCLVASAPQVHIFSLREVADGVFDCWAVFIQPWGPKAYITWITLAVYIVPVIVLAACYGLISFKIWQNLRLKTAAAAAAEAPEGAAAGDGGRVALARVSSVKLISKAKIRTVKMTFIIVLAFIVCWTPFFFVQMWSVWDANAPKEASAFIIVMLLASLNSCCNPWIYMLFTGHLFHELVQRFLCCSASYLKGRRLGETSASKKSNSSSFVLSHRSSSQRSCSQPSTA
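Dosing: Single dose, 3.0 µM nominal final compound concentration | Material: Human OTR in CHO cells | Technique: Kinetic Fluo-8 calcium fluorescence | Benchmarks: EC15 oxytocin alone as 0%, 75 nM oxytocin as 100% | Probe or stimulus: Oxytocin at about EC15, sub-maximal agonist stimulus | Incubation: Compound 6 min at room temperature before oxytocin, 100 s read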
CHO-K1 Ca antag: nonselective inhibitor or artifact in parental CHO-K1 cells | AID 602250 | 360,000 compounds, 0.6% hits | ATP-induced calcium, Fluo-8 fluorescence | inhibition, % at 3 µM;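 active = inhibition above a per-plate cutoff, the plate's mean sample inhibition plus 3 SD, cut at about 24% in these data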;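 also: 0% = DMSO plus EC80 ATP and 100% = DMSO alone without ATP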
TAAR1 ag: human TAAR1 agonists, primary screen, Fluo-8 calcium fluorescence, CHO RD-HGA16 cells | vehicle wells 0%, saturating PEA agonist 100% | activation, % at 3 µM | 360,000 compounds, 0.99% hits;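 active = activation above the mean activation of all test compounds in the run plus 3 SD, cut at about 38% in these data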
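Test system: RD-HGA16 (CHO) cells co-expressing Gα16 and hTAAR1; dosing: one-point dosing at 3 µM (nominal); timing: 17-24 h seeding, 75 min 37 °C dye, 30 min RT; signal: kinetic Fluo-8 calcium fluorescence; read-out basis: % activation relative to PEA EC100 response; controls: DMSO and PEA EC100; replicates: n 1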
M1 ag: human M1 muscarinic receptor agonists, primary screen, Fluo-8 calcium fluorescence, CHO-K1 cells, HTS | Muscarinic acetylcholine receptor M1 (Homo sapiens), P11229 | CHO-K1 hM1, agonist mode; 0% DMSO, 100% acetylcholine EC100 | activation, % at 3 µM | 360,000 compounds, 0.33% hits;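 active = activation above the run's mean compound activation plus 3 SD, cut at about 16% in these data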;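 also: peak over basal fluorescence ratio within a 140 s kinetic read after compound addition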
M1 ag parental: counter-screen for M1 agonists: effect in parental CHO-K1 cells; Fluo-8 calcium fluorescence; scaled to maximal ATP response, vehicle zero; activation, % at 3 µM; 360,000 compounds, 0.48% hits; in the data active = activation above about 15%;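 also: untransfected CHO-K1 host cells lacking M1 receptor as counterscreen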
V1R ag counter: agonists of human V1a receptor, primary screen, counter-screen for OXTR agonist project, fluorescence, CHO-V1R cells. Fluo-8 calcium fluorescence, agonist mode; 0% DMSO, 100% 3 nM vasopressin. activation, % at 3 µM. 320,000 compounds, 0.25% hits;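 active = activation above the mean activation of all tested compounds plus 3 SD, per screening run, cut at about 20% in these data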;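 also: signal is peak over basal fluorescence ratio across a 100 second FLIPR read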
Target sequence (P37288 whole entry, looked up): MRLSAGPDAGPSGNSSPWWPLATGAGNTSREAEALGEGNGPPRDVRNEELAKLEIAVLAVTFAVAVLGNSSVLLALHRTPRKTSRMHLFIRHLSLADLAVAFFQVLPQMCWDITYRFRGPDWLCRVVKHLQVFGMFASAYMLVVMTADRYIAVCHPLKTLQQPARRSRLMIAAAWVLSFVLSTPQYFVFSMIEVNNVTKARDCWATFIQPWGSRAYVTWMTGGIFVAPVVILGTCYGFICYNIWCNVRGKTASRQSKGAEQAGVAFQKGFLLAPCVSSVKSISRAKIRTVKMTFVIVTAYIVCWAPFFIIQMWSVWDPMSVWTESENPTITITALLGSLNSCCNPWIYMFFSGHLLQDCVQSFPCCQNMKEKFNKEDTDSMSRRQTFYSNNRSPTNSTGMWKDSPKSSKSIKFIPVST
CHO parental Ca: ATP-evoked calcium signal inhibitors, parental CHO, primary screen, counter-screen for OX1R antagonist project, cell-based, fluorescence, Fluo-8 calcium dye. inhibition, % at 5.6 µM. parental CHO-K1, ATP-induced calcium, Fluo-8 fluorescence. 330,000 compounds, 0.63% hits. AID 463079, 2010;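 active = inhibition above that plate's mean sample inhibition plus 3 SD, cut at about 26% in these data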;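 also: 0% = ATP-challenged DMSO wells and 100% = DMSO wells without ATP; some compounds past the cut are filed as inactive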
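Assay system: untransfected parental CHO cell line. Also added: ATP agonist challenge. Dosing: one dose, 5.6 µM nominal. Measured by: Fluo-8 fluorescence. Read-out: % inhibition. Benchmarks: ATP wells versus no-ATP DMSO wells. Repeats: no replicates.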
CHO-K1 Ca PAM: nonselective calcium activators in parental CHO-K1 cells, primary screen, counter-screen for M1 PAM project, cell-based, Fluo-8 calcium fluorescence, full deck, 1536-well; 360,000 compounds, 0.02% hits; ATP EC20; 0% at ATP EC20, 100% at ATP max; AID 602247, 2012; activation, % at 3 µM;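 active = activation above the run cutoff, the mean activation of all test compounds plus 3 SD, cut at about 40% in these data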;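 also: peak over basal fluorescence ratio in a 140 s read after ATP addition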
Starred values were filed as active, the others as inactive; . = not tested or not shown.

SMILES	TAAR1 antagonist	OXTR potentiator	CHO-K1 Ca antag	TAAR1 ag	M1 ag	M1 ag parental	V1R ag counter	CHO parental Ca	CHO-K1 Ca PAM
COC(=O)C(=Cc1ccncc1)c1cccc2ccccc12	5	.	-13	-1	-4	-0.3	.	.	2
CC(=O)Nc1ccc(S(=O)(=O)N(C)CC(=O)OC(C)C(=O)NC2(C#N)CCCCC2)cc1 (configuration not stated)	7	.	10	0	-3	0.2	.	.	-4
Cc1no[n+]([O-])c1COc1ccccc1/C=N/n1nnnc1N	-1	-5	0	-1	-6	0.5	-0.7	-9	12
CC(=O)Nc1ccc(Nc2c([N+](=O)[O-])c(=O)n(-c3ccccc3)c3ccccc23)cc1	-17	-17	-20	1	-5	1.1	1.0	-9	29
COc1ccc(C(=O)Nc2cccc(-c3nc4ncccc4o3)c2C)cc1	12	-4	-1	19	2	1.6	3.9	-24	2
O=C(Nc1ccncc1)Nc1cccc(Cl)c1Cl	12	.	-7	26	0	3.7	.	.	-2
O=C(N/N=C/c1c[nH]c2c1ccc1ccccc12)c1ccc([N+](=O)[O-])cc1	-10	-8	-3	5	-8	7.0	0.6	3	22
Cc1cc(C)cc(OCC(=O)Nc2ccc(N3CCN(S(C)(=O)=O)CC3)cc2)c1	3	-3	-1	2	1	0.5	2.3	-8	8
CN(C)CCN(C)C1CN(C2CCCC2)S(=O)(=O)C1 (configuration not stated)	3	.	7	1	-11	0.7	.	.	11
Cc1cc(=O)oc2cc(OCc3ccc(C(=O)N4CCN(c5ccccc5)CC4)cc3)ccc12	12	-7	-2	6	-5	3.6	4.4	-15	14
O=C(NC(=S)Nc1ccccc1N1CCN(C(=O)c2ccccc2)CC1)c1cccs1	31	-4	-7	12	-2	2.4	-0.5	-10	3
O=C1CC(c2ccc(F)cc2)Cc2nc(NCC3CCCO3)ncc21 (configuration not stated)	-5	-3	3	2	-4	0.5	0.9	-11	0
CN(C)c1ccc(/C=N/N=C(N)N)cc1[N+](=O)[O-]	-16	-3	-5	2	-13	-0.2	-0.1	-10	26
CCOC(=O)c1ccc(NC(=O)CCSCCc2ccccn2)cc1	6	-11	-5	1	-5	0.7	5.8	-19	10
O=C(NCCO)c1cc2ccccc2cc1O	15	-2	-16	3	-6	0.8	0.9	-8	13
COc1ccc(CNC(=O)CSCc2cccc(Cl)c2)cc1	-18	-1	4	1	-2	-0.6	0.5	-11	-11
COc1ccc([N+](=O)[O-])cc1NC(=O)COC(=O)Cn1cnc2ccccc2c1=O	5	-8	-6	1	-3	-0.1	0.7	3	-8
CSc1ncccc1C(=O)Nc1ccc(S(=O)(=O)Nc2nccs2)cc1	-4	-3	-3	2	-6	0.4	0.7	1	14
Cc1ccc(S(=O)(=O)N(CC(=O)NCCSc2ccccn2)c2cc(C)cc(C)c2)cc1	28	-14	5	18	-5	-0.1	1.3	-33	-8
Cc1ccc(-n2nc(C(=O)NCc3ccco3)c3c4ccccc4n(C)c3c2=O)cc1	41	-11	2	14	-3	1.7	1.8	2	19
Cc1ccc(C(=O)Nc2ccc([N+](=O)[O-])cn2)o1	-17	4	-14	4	-5	0.5	-0.4	-5	23
CCc1c(C)sc(NC(=O)/C=C/c2ccc3c(c2)OCO3)c1C(=O)OC	-26	-4	0	0	-6	0.9	0.7	-11	19
O=C(NCCc1cccs1)C1CC(c2cccc([N+](=O)[O-])c2)=NO1 (configuration not stated)	49*	-8	-7	32	-3	-0.2	0.8	11	-10
Cc1nn2c(N3CCN(C)CC3)c3c(nc2c1-c1ccccc1)CCCC3	8	-8	2	4	-7	0.7	1.8	-16	-2

Already shown: an excerpt of the list.
SMILES	TAAR1 antagonist	OXTR potentiator	CHO-K1 Ca antag	TAAR1 ag	M1 ag	M1 ag parental	V1R ag counter	CHO parental Ca	CHO-K1 Ca PAM
CCOC(=O)c1ccc(NC(=O)CCSCCc2ccccn2)cc1	6	-11	-5	1	-5	0.7	5.8	-19	10
O=C(NCCO)c1cc2ccccc2cc1O	15	-2	-16	3	-6	0.8	0.9	-8	13

(further entries)
SMILES	TAAR1 antagonist	OXTR potentiator	CHO-K1 Ca antag	TAAR1 ag	M1 ag	M1 ag parental	V1R ag counter	CHO parental Ca	CHO-K1 Ca PAM
C=CCOc1cccc(CNc2cccc(C(=O)O)c2)c1	-12	-4	-1	8	-2	0.5	0.2	-8	17
CC(C)Oc1cccc(C(=O)NC(=S)Nc2ccc3c4c(cccc24)CC3)c1	-13	-5	-10	9	-2	0.8	0.4	-2	11
CC(=O)Nc1ccc(O)c(-c2nc3ccccc3s2)c1	15	-3	4	1	-4	2.1	1.2	-18	-1
COc1cccc(NC(=O)C2(C)CCN2Cc2ccc3ccccc3c2)c1 (configuration not stated)	-4	.	-22	7	-6	1.0	.	.	27
CCc1ccc(/C=C\C(=O)N2CCc3ccccc3C2)cc1	13	-14	10	13	-3	-0.2	-0.5	-2	-9
OC1CCCN(Cc2ccc3c(c2)Cc2ccccc2-3)C1 (configuration not stated)	8	-2	-7	3	-7	8.2	2.5	-5	23
O=C(Nc1nnc(-c2ccco2)s1)c1ccccc1	0	1	-5	3	1	0.6	0.4	-14	3
CCN(CC)S(=O)(=O)c1ccc(=O)n(CC(=O)N2CCCc3cc(C)ccc32)c1	2	-6	-15	3	-6	5.2	1.2	-16	17
O=C(Nc1ccccc1)O[C@@H]1C[C@H]2CCCC(=O)N3CC[C@@H](C1)[C@@H]23	-5	.	-5	2	5	0.2	.	.	-6
Cc1ccccc1/C=C1\C(=O)Nc2ccc(F)cc21	-14	-7	1	-1	-5	0.9	0.1	-19	-5
Cc1ccc(NS(=O)(=O)c2c(F)cc(F)c(Cl)c2F)cc1S(=O)(=O)N1CCOCC1	-1	-2	-4	2	0	0.0	2.1	-11	2
O=C(NCc1cccc(C(F)(F)F)c1)c1ccc2nc([C@@H]3O[C@H](CO)[C@@H](O)[C@H]3O)[nH]c2c1	-6	.	-14	2	-2	1.2	.	.	17
COc1ccc(NC(=O)Cn2c(C)csc2=O)c(OC)c1	-9	9	-5	2	0	-0.5	1.1	-17	-10
C[C@]1(C(=O)NCc2cc(F)cc(C(F)(F)F)c2)C=C[C@@H](Cc2ccccc2)N1C(=O)c1ccccc1	-27	-8	-12	0	-7	-0.6	-0.5	-27	-2
CCCCn1c(SCC(=O)Nc2oc(C)c3c(C)n[nH]c(=O)c23)nc2cc(S(N)(=O)=O)ccc21	-12	5	11	-1	-4	-0.2	-0.1	-7	14
COc1ccc(Cl)cc1NC(=O)C1Cc2cc(S(=O)(=O)N3CCCC3)ccc2N1C(C)=O (configuration not stated)	7	-10	7	6	-1	2.0	2.8	-1	7
CC(=O)Nc1ccc2nc(NC(=O)COc3ccc(C)cc3)sc2c1	1	-11	-6	2	-1	1.0	-0.3	-3	7
COc1ccc(Nc2nc(C)cc(C)c2C#N)c(OC)c1	-11	3	-7	1	-4	0.4	0.7	-7	-3
COCCN(C(=O)c1snc(C(N)=O)c1N)C(C(=O)NC1CCCCC1)c1ccc(OC)c(OC)c1 (configuration not stated)	-25	-2	-3	0	1	0.4	1.4	-9	-9
COc1ccc(C(=O)CC(=O)C(=O)Nc2ccc(C)c(C)c2)cc1	-3	-10	-12	1	-4	2.1	-0.3	-13	12
CCC(=O)N(CCC(c1ccc(C)cc1)c1ccco1)Cc1ccco1 (configuration not stated)	-23	-2	7	-1	-1	-0.5	-1.1	-26	0
O=C(CSc1ccc2nnc(-c3ccncc3)n2n1)NCC1CCCO1 (configuration not stated)	-15	-6	-9	0	-3	-0.6	0.4	7	6
O=C(Cc1ccc(NC(=O)C2CCCN(C(=O)C3CCCCC3)C2)cc1)Nc1cccc(C(=O)N2CCCC2)c1 (configuration not stated)	-25	.	-14	1	-1	-0.5	.	.	6
CC(C)(CC(=O)O)CC(=O)N1CCCN(c2nc3ccc(Cl)cc3s2)CC1	-7	-7	-10	3	-1	0.5	-1.9	-11	3
CCOC(=O)C[C@H]1c2ccc(C(F)(F)F)cc2S(=O)(=O)N1c1cccc(OC)c1	22	-11	-20	16	-9	0.3	-0.3	-3	9
Cc1ccc(SCc2nnc(N)s2)cc1	-8	1	-16	1	-1	0.0	0.4	2	20
O=C(COc1ccc(Cl)cc1)Nc1cnn(Cc2c(Cl)cccc2Cl)c1	-3	-16	7	18	-3	0.3	0.1	-22	-7
N#Cc1sc2nc(N3CCCCC3)c3c(c2c1N)CCCC3	-5	-2	-6	7	-6	-0.2	-0.6	-33	14
O=C(Cn1ncc2c3ccccc3n(Cc3cccc(Cl)c3)c2c1=O)NCc1ccccn1	-11	-7	-23	3	6	1.7	2.8	-23	18
CC1(C)CC(=O)C=C(NCCN2CCN(C(=O)Nc3ccc(Cl)c(Cl)c3)CC2)C1	20	-15	-4	12	-5	0.7	0.5	7	10
COC(=O)c1c(C)[nH]c(C(=O)/C=C/c2ccccc2)c1C	-7	-1	-15	-1	-5	3.0	0.1	-18	22
COc1cc(/C=N/N(C)c2ccccc2)cc(Cl)c1O	6	-21	4	-4	-4	0.6	-0.9	-5	0
CCn1c(CNc2nc(-c3ccccc3)cs2)nnc1SCC(=O)NCc1ccco1	-11	.	-9	0	-2	-0.1	.	.	5
Cc1ccc(C(C)(C)C)c(SCC(=O)Nc2nnc(C)s2)c1	-12	1	5	2	0	-0.8	0.3	-11	4
COc1cc(C(C(=O)NC2CCCC2)N(C(=O)c2snc(C(N)=O)c2N)C2CCCC2)cc(OC)c1OC (configuration not stated)	-24	0	-3	6	-8	0.4	-0.2	-11	-5
COc1ccccc1CN1C(=O)[C@@H]2C(CCC(N)=O)NC3(C(=O)Nc4c3ccc(Cl)c4C)[C@@H]2C1=O (some centres not stated)	-3	-15	0	7	0	0.2	-1.0	-4	-8
Cc1ccn2cc(-c3cccc(NC(=O)C(C)C)c3)nc2c1	-6	-9	-1	0	-5	0.1	-0.8	-6	10
